Screening results deposited in PubChem BioAssay by several laboratories.
Scp1 inh: inhibitors of human Scp-1 phosphatase | Recombinant Scp1, phosphopeptide, malachite green phosphate absorbance | Q9GZU7 | inhibition, % at 20 µM | actives 0.88% (n = 340,000) | AID 493091;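 active = inhibition above about 50% at 20 µM, limit read from the data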;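 also: plate controls were DMSO wells with enzyme for no effect and wells lacking enzyme for full effect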
Target sequence (Q9GZU7 76-261 limits assumed): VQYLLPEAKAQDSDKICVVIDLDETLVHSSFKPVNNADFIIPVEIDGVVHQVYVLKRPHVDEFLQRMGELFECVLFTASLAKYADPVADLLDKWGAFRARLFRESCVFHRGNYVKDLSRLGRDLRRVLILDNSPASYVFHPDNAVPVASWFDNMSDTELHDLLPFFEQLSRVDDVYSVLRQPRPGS
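Test system: SCP-1 catalytic domain; Buffer or medium: Acidic Tris acetate buffer with magnesium and detergent; Also added: Phosphorylated 17-residue peptide substrate; Compound: single 20 µM dose, 1% DMSO; Schedule: enzyme reaction 45 min at room temperature, colour 5 min, stabilisation 30 min; Signal: Phosphate-binding colour reagent, absorbance read at 630 nm.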
STEP block: inhibitors of human striatal-enriched phosphatase STEP; recombinant STEP, OMFP fluorogenic substrate, fluorescence; actives 0.25% (n = 360,000); AID 588621; P54829; inhibition, % at 20 µM;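 active = inhibition at 20 µM, scaled per plate between control wells, above about 37%, limit read from the data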;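 also: 0% = DMSO with enzyme and substrate and 100% = substrate only without enzyme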
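Measure: Control-normalized % inhibition with plate pattern correction | Test system: STEP phosphatase, cell-free reaction | Medium: pH 6.0 Bis-Tris with DTT and Tween 20 | Technique: Fluorescence, 480/540 nm | Times: Reaction 20 min, ambient temperature | Doses: Single compound dose of 20 µM, 1% DMSO final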
CSN deneddyl inh: inhibitors of human CSN-mediated cullin deneddylation; Purified CSN, SCF-Nedd8-OG deneddylation, fluorescence polarization; actives 0.38% (n = 360,000); inhibition, % at 12.5 µM;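 active = pattern-corrected inhibition above about 35%, with an unprinted fluorescence ratio check between 0.5 and 1.5, limit read from the data, passing the limit was not always enough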;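 also: 0% = enzyme with substrate and 100% = substrate without enzyme; some results filed as inactive read as strong as hits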
Target sequence (Q92905 whole entry, looked up, one chain of several): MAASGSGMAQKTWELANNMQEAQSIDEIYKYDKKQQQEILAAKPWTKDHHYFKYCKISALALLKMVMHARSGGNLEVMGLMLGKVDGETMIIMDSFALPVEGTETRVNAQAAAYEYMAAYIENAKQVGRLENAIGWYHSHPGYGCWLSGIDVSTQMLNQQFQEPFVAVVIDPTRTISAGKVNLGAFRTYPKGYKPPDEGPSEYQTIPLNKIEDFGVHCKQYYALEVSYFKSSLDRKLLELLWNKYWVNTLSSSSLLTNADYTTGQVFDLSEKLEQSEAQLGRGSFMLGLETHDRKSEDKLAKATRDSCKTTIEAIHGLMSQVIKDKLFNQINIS
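test system = HEK293T-derived human Csn5 enzyme | amount = 0.24 nM Csn5 enzyme, final concentration | medium = Tris/NaCl/DTT buffer, pH 7.5 | schedule = 90 min reaction at room temperature | signal = FP | evaluation = inhibition of Csn5 cleavage, % | compound dosing = single dose of 12.5 µM compound with 0.25% DMSO | probe or stimulus = 10 nM SCFSkp2-Nedd8OG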
MLLE-PAM2 inh: blocks PAM2 peptide binding to the PABP1 MLLE domain; P11940; GST-MLLE / FITC-PAM2 fluorescence polarization; inhibition, % at 20 µM; actives 0.36% (n = 360,000); in the data active = inhibition above about 35%, passing the limit was not always enough;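 also: plate controls were DMSO wells with GST-MLLE for no effect and wells lacking GST-MLLE protein for full effect; some results filed as inactive read as strong as hits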
DNMT1 block: blocks human DNA methyltransferase DNMT1 | DNMT1 molecular beacon, Hinp1I cleavage, fluorescence | inhibition (reported as % activation of signal), % at 10 µM | actives 0.83% (n = 360,000) | AID 588458; in the data active = inhibition above about 50%
SUMO1 PPI mod: alters human SUMO1 binding to SIM partners; SUMO1 binding to a labelled peptide, TR-FRET, 1 h; inhibition, % at 20 µM; actives 0.33% (n = 360,000); P63165; in the data active = inhibition above about 37%
Target sequence (P63165 whole entry, looked up): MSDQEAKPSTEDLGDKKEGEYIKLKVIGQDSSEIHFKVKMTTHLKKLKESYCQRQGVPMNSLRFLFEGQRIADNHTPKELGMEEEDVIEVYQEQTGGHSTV
Tb MetRS inh: Trypanosoma brucei MetRS inhibition; purified T. brucei MetRS, ATP depletion, Kinase-Glo luminescence; inhibition, % at 11.9 µM; actives 0.4% (n = 360,000); AID 624268;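 active = inhibition above a per-plate cutoff of the control wells' mean inhibition plus 3 SD, cut at about 5.5% in these data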;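 also: 0% = DMSO wells median and 100% = median of wells with control inhibitor compound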
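Material: parasite MetRS enzyme / Replication: singlicate, one well per compound / Signal: luminescence of leftover ATP / Schedule: 2 h aminoacylation at 25 °C after 15 min preincubation / Medium: HEPES-MgCl2-KCl buffer plus DTT, spermine, BSA, pyrophosphatase / Doses: 11.9 µM single point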
Rpn11 inh: blocks the human proteasome subunit Rpn11; calls only at 20 µM; actives 0.59% (n = 360,000); human 26S proteasome, Ub4-pepOG fluorescence polarization; 20S core pre-blocked with epoxomicin; O00487;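 active = inhibition at 20 µM, scaled to each plate's controls, above about 33%, limit read from the data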
Target sequence (O00487 whole entry, looked up): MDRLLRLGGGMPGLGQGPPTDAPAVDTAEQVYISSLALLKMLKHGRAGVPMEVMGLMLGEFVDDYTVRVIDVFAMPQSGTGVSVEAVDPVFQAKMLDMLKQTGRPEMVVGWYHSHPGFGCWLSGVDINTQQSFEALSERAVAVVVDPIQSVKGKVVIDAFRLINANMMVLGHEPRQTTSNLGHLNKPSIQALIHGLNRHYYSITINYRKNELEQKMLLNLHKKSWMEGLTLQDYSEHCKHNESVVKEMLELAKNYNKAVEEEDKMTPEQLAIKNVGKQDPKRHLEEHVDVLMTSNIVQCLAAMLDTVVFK
LMPTP inh: blocks human LMPTP phosphatase. recombinant LMPTP-A, OMFP fluorogenic substrate, fluorescence intensity. actives 0.22% (n = 360,000). inhibition, % at 20 µM. AID 651560;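 active = compounds that cut the enzyme signal by at least half of the control window in the single-dose screen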;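 also: plate controls were DMSO wells with enzyme plus substrate for no effect and substrate without enzyme for full effect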
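Test system: LMPTP-A phosphatase enzyme; input: 0.625 nM LMPTP-A final; reagent: OMFP substrate, 400 µM final; compound dosing: 20 µM single dose, 3% DMSO; incubation: 50 min dark incubation at room temperature; measured by: endpoint fluorescence intensity from OMFP dephosphorylation; measure: % inhibition relative to no-enzyme and uninhibited control wells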
NadD inh: inhibitors of Staphylococcus aureus NadD; inhibition, % at 20 µM; actives 0.78% (n = 360,000); purified NadD enzyme, colorimetric absorbance read-out; in the data active = inhibition above about 26%; also: some compounds past the cut are filed as inactive
* hit, by the source's call; i = inactive; . = no result given.

SMILES	Scp1 inh	STEP block	CSN deneddyl inh	MLLE-PAM2 inh	DNMT1 block	SUMO1 PPI mod	Tb MetRS inh	Rpn11 inh	LMPTP inh	NadD inh
Cc1ccccc1NC(=O)CCS(=O)(=O)c1cccc2nonc12	-1.4	0.7	1.4	-6.1	1.7	-35.3	0.0	i	-0.2	-3.5
CCOC(=O)N1CCN(C(=O)c2ccc(CN(c3ccc(C)c(C)c3)S(C)(=O)=O)cc2)CC1	-2.2	2.7	0.2	16.1	-3.2	0.7	0.2	i	0.3	-1.0
CCOC(=O)c1c(NC(=O)Cn2ccsc2=N)sc(C)c1C	27.4	-2.4	-0.1	-121.0	0.7	0.5	-1.1	i	1.2	6.3
Cc1cccc(NC(=O)CSc2nnc([C@@H]3CCCN3C(=O)OC(C)(C)C)o2)c1C	-4.2	2.1	-5.2	9.3	1.2	-2.7	-1.1	i	-0.9	0.4
COc1ccc(CN2CCCC(C(=O)N3CCCCC3)C2)c(OC)c1 (stereo not given)	-11.7	-0.1	2.7	-0.8	2.5	0.2	-0.2	i	-0.5	-1.9
CCN(CC)C(=O)C1=C(C)N(CCCN2CCCC2=O)C(=O)C(CC(=O)NC2CCCCC2)C1 (stereo not given)	.	7.6	1.0	6.4	12.9	6.1	-0.7	i	0.7	4.0
CC(=O)C1=CCC(c2cccs2)N(S(=O)(=O)c2ccc(C)cc2)C1 (stereo not given)	.	0.2	-1.9	3.1	0.1	6.6	-0.5	i	-1.4	-10.2
C=Cn1c(C(=O)O)cc(CC)c1-c1ccccc1	-6.6	-6.0	3.6	-12.6	0.1	10.9	0.1	i	-1.0	0.7
Cc1ccccc1-c1nnc(SCC(=O)N(C)C2CCS(=O)(=O)C2)n1C (stereo not given)	2.1	2.5	-1.8	-6.3	0.9	1.4	-0.5	i	0.9	2.7
COc1ccc(S(=O)(=O)N2CCN=C2SCc2cccnc2)cc1	-8.0	-2.6	-2.5	25.7	16.3	-0.6	-0.8	i	-1.3	-6.1
CCC(C)(C(=O)NC1CCCC1)N(Cc1cccs1)C(=O)c1ccc2c(c1)OCO2 (stereo not given)	-4.4	-1.5	-0.1	-0.8	2.7	2.0	0.2	i	-1.7	0.5
COc1ccc(CCNC(=O)COc2ccc(S(=O)(=O)N3CCCC3)cc2)cc1	-4.2	0.8	-4.5	21.7	1.0	4.6	-0.2	i	-0.8	-2.9
CCOc1cc(C(=O)Nc2ccccc2N2CCOCC2)ccc1OCC(=O)N1CCCCC1	-3.9	-1.8	-0.1	-0.9	-0.6	-3.1	1.8	i	-0.6	7.0
CC(C)(C)C(=O)Nc1sc2c(c1C#N)CCN(Cc1ccccc1)C2	-4.8	-2.8	-10.1	30.3	6.0	-7.6	0.3	i	0.7	11.8
N#Cc1c(N)sc(=S)c2c1CCCCC2	6.3	7.7	0.3	82.4	17.1	37.4	-0.8	i	4.4	3.1
O=C1CC(c2ccccc2)CC(O)=C1C=NCCN1CCN(C(=O)Nc2ccccc2)CC1 (stereo not given)	-8.0	1.1	0.6	-4.8	-6.0	-0.5	-1.1	i	-2.6	-1.8
COC(=O)Nc1ncc(CN2CCC(c3ccccc3)CC2)s1	-1.3	-3.5	4.9	-6.8	0.1	-0.6	1.0	i	-0.5	0.6
CC(=O)NCCOc1nc(N(C)C)nc(N2CCCCC2)n1	-2.8	-3.9	-0.8	-10.9	-0.7	-1.9	-0.3	i	-1.0	-3.4
O=C(CSc1nccn1-c1cccc(Cl)c1)Nc1ccc2c(c1)OCCO2	-7.4	-1.5	2.9	1.7	-4.3	1.4	-0.6	i	0.4	-8.4
CN(C)C(=O)Cn1cnc2c(cnn2-c2ccccc2Cl)c1=O	2.2	-4.6	-5.2	-0.2	3.6	-1.1	-0.4	i	-2.3	-6.9
CCN(CC)S(=O)(=O)c1ccc(S(=O)(=O)N(CC(=O)Nc2ccccc2)CC2CCCO2)cc1 (stereo not given)	-4.3	0.9	3.5	-4.9	4.5	-0.4	-1.2	i	0.5	-7.3
CCCCc1c(-c2ccc(F)cc2)ncn1CCc1ccccc1OC	.	.	1.0	.	.	9.0	-0.6	.	5.8	-1.6
Cc1noc(C)c1C(=O)N1CCN(CCc2ccccc2)CC1	0.2	0.1	-0.3	9.3	-1.2	1.7	-0.6	i	-2.2	-7.0
Cc1cccc(CN2CCC(C(=O)Nc3ccc(-n4nc(C)cc4C)cc3)CC2)n1	-9.2	-1.2	8.1	0.9	-0.7	-2.0	-0.2	i	-0.9	1.0
Cc1nc2c3c(sc2c(=O)[nH]1)NC(=O)CC3c1ccccc1Cl (stereo not given)	-2.7	1.5	-0.1	-0.7	-0.6	-2.3	-0.7	i	-40.8	-2.9
N#CCSc1nccc(/C=C/c2ccccc2)n1	-6.9	2.4	1.9	-4.9	-5.4	-19.2	0.6	i	1.2	0.7
NC(=O)C1CCN(C(=O)C2CCC(=O)N(C3CCCCCC3)C2)CC1 (stereo not given)	-6.0	-2.0	-2.3	2.7	1.6	-1.6	-0.2	i	-0.1	1.7
C/C(=N\NC(=O)c1sccc1C)c1ccncc1	-4.6	1.0	-3.0	-3.5	0.9	-2.9	-0.6	i	-1.4	-6.2
CCOc1ccccc1NC(=O)c1nc(S(=O)(=O)Cc2ccccc2)ncc1Cl	-13.6	3.1	0.9	19.8	-1.1	2.5	0.0	i	0.2	-2.9
COc1ccccc1CCC(=O)OCC(=O)N1CCN(S(=O)(=O)c2ccc(C)cc2C)CC1	-11.1	0.5	2.5	20.4	3.5	1.3	-0.4	i	1.3	-5.2
COCCNc1nnc(SCC(=O)NC(=O)c2ccccc2)s1	-6.9	-1.1	-1.9	17.4	-4.8	5.8	-0.3	i	-0.9	0.6
CCOC(=O)c1cc2[nH]c3ccccc3c2[n+](-c2ccc([N+](=O)[O-])cc2)c1C	1.6	1.6	-5.5	-6.9	3.9	-22.7	-0.2	i	4.2	-4.2
COC(=O)c1cccc(NC(=O)c2cccc(OC)c2)c1	-2.2	0.0	3.2	-1.4	-0.5	-1.6	-2.0	i	-1.9	-6.2
Cc1ccsc1/C=N\NC(=O)c1ccc2c(c1)OCO2	-10.8	0.0	3.5	2.8	2.5	-13.2	-0.9	i	0.8	1.1
O=C1C=C(c2ccc(O)cc2)C[C@@H](c2ccc3c(c2)OCO3)C1	1.9	0.8	1.8	2.4	-3.3	-28.1	-0.1	i	0.7	-4.0
Cc1nn(Cc2c(Cl)cccc2Cl)c(C)c1NC(=O)c1cc(C(C)C)on1	-8.5	1.6	-3.6	2.1	1.1	2.0	-1.2	i	0.2	-1.3
COc1ccc(C)cc1NC(=O)NCc1ccc(F)cc1	-4.0	-4.3	-1.0	0.7	2.1	-3.4	-1.2	i	-1.0	-3.2
Nc1nc(C23CC4CCC(CC(C4)C2)C3)cs1	0.2	-1.7	1.2	-10.2	-0.2	1.2	0.1	i	0.0	-8.3
COc1cc(CCC(=O)NCc2ccc(S(N)(=O)=O)cc2)cc(OC)c1OC	-3.4	-1.7	-1.8	6.5	0.2	6.6	-0.4	i	-0.3	0.8
O=C(Nc1ccccc1F)NC1CCN(Cc2nnnn2Cc2ccc(F)cc2)CC1	-4.6	-4.4	-0.1	4.6	-2.7	1.1	-0.5	i	-1.2	7.5

Single records, as listed above. Order of values: Scp1 inh, STEP block, CSN deneddyl inh, MLLE-PAM2 inh, DNMT1 block, SUMO1 PPI mod, Tb MetRS inh, Rpn11 inh, LMPTP inh, NadD inh
COC(=O)c1cccc(NC(=O)c2cccc(OC)c2)c1 across the screens: -2.2, 0.0, 3.2, -1.4, -0.5, -1.6, -2.0, i, -1.9, -6.2
CCOc1ccccc1NC(=O)c1nc(S(=O)(=O)Cc2ccccc2)ncc1Cl across the screens: -13.6, 3.1, 0.9, 19.8, -1.1, 2.5, 0.0, i, 0.2, -2.9
N#CCSc1nccc(/C=C/c2ccccc2)n1 across the screens: -6.9, 2.4, 1.9, -4.9, -5.4, -19.2, 0.6, i, 1.2, 0.7
Cc1nc2c3c(sc2c(=O)[nH]1)NC(=O)CC3c1ccccc1Cl (stereo not given) across the screens: -2.7, 1.5, -0.1, -0.7, -0.6, -2.3, -0.7, i, -40.8, -2.9
Cc1cccc(CN2CCC(C(=O)Nc3ccc(-n4nc(C)cc4C)cc3)CC2)n1 across the screens: -9.2, -1.2, 8.1, 0.9, -0.7, -2.0, -0.2, i, -0.9, 1.0

Other compounds
SMILES	Scp1 inh	STEP block	CSN deneddyl inh	MLLE-PAM2 inh	DNMT1 block	SUMO1 PPI mod	Tb MetRS inh	Rpn11 inh	LMPTP inh	NadD inh
COc1ccc(OC)c(S(=O)(=O)N(C)CC(=O)Nc2ccc3c(c2)OCCO3)c1	-6.9	-2.9	-4.2	12.7	-1.0	-2.6	-0.1	i	-0.3	-3.7
O=C(NCCc1ccccc1)C1CCN(C(=O)c2sccc2-n2cccc2)CC1	-9.2	-2.7	3.8	2.8	-0.5	-1.1	-0.2	i	-2.6	-8.5
CCCNS(=O)(=O)c1ccc(OCC(=O)N2CCOCC2)cc1	-1.4	3.5	-2.9	-7.9	2.3	-0.3	-1.1	i	-0.1	-1.7
CN(CC(=O)Nc1ccc(Cl)cc1)C(=O)c1cccc(S(=O)(=O)N2CCN(Cc3ccccc3)CC2)c1	-4.0	0.1	-3.6	-0.7	-4.0	19.9	-0.2	i	1.1	3.6
COc1ccc(NC(=O)CNC(=O)Cc2ccccc2)cc1OC	-3.8	-1.9	-0.8	15.1	-2.9	5.1	0.2	i	-0.4	6.4
CCOc1ccc(S(=O)(=O)NCCC(=O)OCC(=O)Nc2cc(C)on2)cc1	-4.1	1.0	-3.1	-9.1	8.5	4.4	-0.4	i	-0.6	-3.2
N#Cc1ccc(C(=O)Nc2nc3ccccc3[nH]2)cc1	-7.4	-0.7	-6.9	-1.6	3.6	0.0	-1.1	i	0.1	1.6
CC(C)C(Cl)=NOC(=O)Nc1ccc(S(N)(=O)=O)cc1	2.2	1.7	0.0	-4.9	5.2	0.1	-0.3	i	-0.9	1.6
